# Screening results as filed in PubChem.
# Avidin bead fluor – compound fluoresces at 488/530 nm on avidin beads; actives 0.38% (n = 220,000); compound fluorescence 488/530 nm, flow cytometry; stronger effect = higher value; fluorescence (KMESF) at 10 µM; in the data active = fluorescence above about 47; note: inactives centre near 10
# RGS4-Gao reg – modulates binding of RGS4 to human Galphao | P09471 | Multiplexed bead flow cytometry; actives lie on both sides | actives 0.33% (n = 220,000) | AID 1415 | binding response (% of control), % at 10 µM; in the data active = binding response below about 49% or above about 150%; inactive = in between;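 note: fluorescent Galphao activated with aluminum fluoride binding bead-coupled RGS4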
# ABCG2 inh – inhibitors of human ABCG2 transporter, ABCB1 counter-screen | IgMXP3 cells, JC-1 efflux, flow cytometry | inhibition, % at 6.6 µM | actives 0.1% (n = 190,000) | AID 1325;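 active = inhibition above 80%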;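 note: 0% = DMSO and 100% = nicardipine control wells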
#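 Measure – % inhibition of efflux relative to nicardipine and DMSO · Test system – ABCG2 IgMXP3 and barcoded ABCB1 CCRF-Adr cell mix · Control set – nicardipine as high control, DMSO as low control · Compound – one concentration, 6.6 µM final · Signal – flow cytometry of retained JC-1 fluorescence · Timing – 10 min exposure at 25 °C with rotation, no wash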
# GSH bead fluor – compound fluoresces at 488/530 nm on GSH beads; GSH beads flow cytometry, compound fluorescence 488/530 nm; stronger effect = higher value; fluorescence (KMESF) at 10 µM; actives 0.25% (n = 190,000); in the data active = fluorescence above about 89;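 note: glutathione beads carrying GST-tagged Bcl family fusion proteins plus one bare bead set; values are compound well signal with DMSO vehicle wells as background; inactives centre near 16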
# RGS8-Gao reg – modulates binding of RGS8 to human Galphao | P09471 | multiplexed bead flow cytometry; actives lie on both sides | response (percent of control binding), % at 10 µM | actives 0.34% (n = 220,000) | AID 1423; in the data active = response below about 60% or above about 140%; inactive = in between;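 note: Galphao activated as the GDP aluminium fluoride complex binding bead-coupled RGS8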
# Mcl1 Noxa PPI – Mcl-1/Noxa interaction inhibition | Q07820 | TR-FRET Mcl-1/Noxa peptide binding, 2 h | inhibition, % at 21.7 µM | actives 1.5% (n = 220,000);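 active = compounds that cut the protein-peptide binding signal by more than 50% relative to plate controls in a single-dose test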;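 note: His-tagged Mcl-1 with rhodamine Noxa BH3 peptide and terbium anti-His antibody; 0% = Mcl-1 plus Noxa peptide wells and 100% = peptide-only wells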
# RGS7-Gao reg – regulators of human RGS7-Galphao interaction; P09471; Multiplexed bead flow cytometry, RGS7-Galphao binding; actives lie on both sides; binding response (% of control), % at 10 µM; actives 0.35% (n = 220,000); AID 1439; in the data active = binding response below about 49% or above about 150%; inconclusive = no clear call, values can overlap the other calls; inactive = in between;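 note: fluorescent Galphao held in activated GDP-AlF4 state binding bead-coupled RGS7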
# Mcl-1 Bim block – disrupts Bim peptide binding to human Mcl-1; actives 0.1% (n = 190,000); AID 1009; Bead-based flow cytometry, Bim peptide-Mcl-1 binding; Q07820; inhibition, % at 10 µM; in the data active = inhibition above about 40%;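 note: 0% = no compound tracer wells and 100% = peptide blocker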
# Pf gamet viab – kills late stage P. falciparum gametocytes; P. falciparum stage V gametocytes, ATP luminescence, 24 h; inhibition, % at 10.9 µM; actives 0.065% (n = 150,000); AID 743093;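 active = inhibition above the mean plus 3 SD of compounds within the control limits, set per campaign, cut at about 38% in these data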;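 note: 0% = DMSO wells and 100% = medium only without gametocytes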
# Mcl1 Bid PPI – Mcl-1/Bid interaction inhibition; Q07820; TR-FRET Mcl-1/Bid-Dy647 peptide binding, 1536-well; inhibition, % at 21.7 µM; actives 0.97% (n = 220,000); AID 1021;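 active = compounds that cut the binding signal by more than half at the single screening dose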;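 note: His-tagged Mcl-1 with europium anti-His antibody binding Bid BH3 peptide; 0% = Mcl-1 plus peptide wells and 100% = peptide-only wells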
# ABCB1 inh – blocks JC-1 efflux by human ABCB1 transporter; P08183; CCRF-Adr cells, flow cytometry; inhibition, % at 6.6 µM; actives 0.067% (n = 190,000); in the data active = inhibition above about 40%;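 note: 0% = vehicle and 100% = reference inhibitor; higher value means more JC-1 retained so stronger ABCB1 efflux block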
# Target sequence (P08183 whole entry, looked up): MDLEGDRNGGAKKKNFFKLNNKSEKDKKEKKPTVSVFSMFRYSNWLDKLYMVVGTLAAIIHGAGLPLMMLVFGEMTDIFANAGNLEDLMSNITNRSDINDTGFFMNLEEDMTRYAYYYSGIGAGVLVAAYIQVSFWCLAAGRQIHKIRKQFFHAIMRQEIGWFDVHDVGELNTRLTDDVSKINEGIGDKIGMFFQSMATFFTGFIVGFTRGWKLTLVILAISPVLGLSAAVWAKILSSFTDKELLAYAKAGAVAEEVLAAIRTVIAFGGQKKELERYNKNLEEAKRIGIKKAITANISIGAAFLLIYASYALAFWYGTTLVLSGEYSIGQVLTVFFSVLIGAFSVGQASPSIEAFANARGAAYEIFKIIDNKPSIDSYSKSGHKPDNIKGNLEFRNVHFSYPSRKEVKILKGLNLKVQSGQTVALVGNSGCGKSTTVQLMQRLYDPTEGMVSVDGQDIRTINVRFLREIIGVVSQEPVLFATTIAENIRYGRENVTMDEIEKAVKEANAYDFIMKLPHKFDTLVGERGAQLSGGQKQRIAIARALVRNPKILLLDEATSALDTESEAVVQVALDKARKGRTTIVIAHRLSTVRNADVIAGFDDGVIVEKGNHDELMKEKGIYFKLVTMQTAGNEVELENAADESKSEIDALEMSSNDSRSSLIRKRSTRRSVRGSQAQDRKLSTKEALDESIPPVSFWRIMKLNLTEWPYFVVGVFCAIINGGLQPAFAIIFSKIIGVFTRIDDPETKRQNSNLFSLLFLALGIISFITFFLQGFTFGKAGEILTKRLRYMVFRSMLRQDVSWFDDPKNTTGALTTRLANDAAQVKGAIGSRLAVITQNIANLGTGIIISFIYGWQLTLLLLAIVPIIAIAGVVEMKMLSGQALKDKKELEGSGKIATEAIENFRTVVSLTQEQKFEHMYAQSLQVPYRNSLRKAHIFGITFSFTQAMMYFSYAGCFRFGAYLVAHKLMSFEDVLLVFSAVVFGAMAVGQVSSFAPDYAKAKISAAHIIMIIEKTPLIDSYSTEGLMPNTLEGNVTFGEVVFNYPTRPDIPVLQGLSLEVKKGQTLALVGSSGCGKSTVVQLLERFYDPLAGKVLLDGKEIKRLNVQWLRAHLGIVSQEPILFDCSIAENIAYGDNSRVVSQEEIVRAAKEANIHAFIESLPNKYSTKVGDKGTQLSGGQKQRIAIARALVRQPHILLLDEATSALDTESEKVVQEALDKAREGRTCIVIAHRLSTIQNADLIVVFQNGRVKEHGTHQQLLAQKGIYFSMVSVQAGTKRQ
# Starred values were filed as active, the others as inactive; u = inconclusive; x = no result given.
# Order of results: Avidin bead fluor	RGS4-Gao reg	ABCG2 inh	GSH bead fluor	RGS8-Gao reg	Mcl1 Noxa PPI	RGS7-Gao reg	Mcl-1 Bim block	Pf gamet viab	Mcl1 Bid PPI	ABCB1 inh
> Cc1cccc(N=C2NC(=O)/C(=C/C=C/c3ccco3)S2)c1C
  1	89.7	-11.0	8	90.6	113.7*	64.5	7.0	-23.0	92.4*	-1.6
> CSc1ccc(/C=N/Nc2nc(C)cc(C)n2)cc1
  11	103.4	4.4	18	103.0	5.6	u	0.0	7.2	-42.5	0.7
> CN1C(=O)C(CC(=O)NCC2CCCCC2)SC1=Nc1ccccc1 (stereo not given)
  41	102.9	6.2	16	103.3	16.6	136.8	-1.0	14.2	-19.8	0.9
> COc1ccc(N=C2SCC(c3ccc(C)cc3)=NN2CCO)cc1
  4	97.6	x	x	99.0	17.6	u	x	3.8	-58.9	x
> CCNC(=S)NNC(=O)c1csc2c1CCC(C)C2 (stereo not given)
  5	108.4	1.7	19	103.6	12.6	107.9	-2.0	x	-100.4	0.2
> CCOC(=O)C1=C(O)CSC1=Nc1cccc(Cl)c1
  7	101.8	5.3	24	102.2	15.6	100.1	0.0	-0.6	-20.2	0.5
> COc1ccc(N2C(=O)C3C4C=CC(C5CC45)C3C2=O)c([N+](=O)[O-])c1 (stereo not given)
  10	98.8	2.7	9	99.5	-14.3	98.9	-1.0	x	-13.8	0.7
> OC(c1cccs1)(c1cccs1)C1C[N+]2(CF)CCC1CC2 (stereo not given)
  2	91.4	3.6	61	96.4	5.7	98.2	-2.0	x	5.3	0.9
> O=C(N/N=C/c1cccnc1)c1ccc(NC(=O)C(c2ccccc2)c2ccccc2)cc1
  10	100.4	0.0	13	100.3	17.9	98.6	-2.0	-24.7	1.9	-0.1
> O=C(COc1ccccc1[N+](=O)[O-])Nc1ccc2c(c1)OCO2
  9	92.8	8.0	10	96.5	18.6	88.2	2.0	5.7	-23.6	-0.3

# Next section
# Order of results: Avidin bead fluor	RGS4-Gao reg	ABCG2 inh	GSH bead fluor	RGS8-Gao reg	Mcl1 Noxa PPI	RGS7-Gao reg	Mcl-1 Bim block	Pf gamet viab	Mcl1 Bid PPI	ABCB1 inh
> CCC1Oc2ccc(C)cc2N(CC(=O)N(Cc2ccc(C)o2)C2CCCC2)C1=O (stereo not given)
  4	88.2	14.2	14	89.3	-6.1	94.8	-4.0	4.3	-11.8	6.7
> O=C(NC(Cc1c[nH]c2ccccc12)C(=O)O)/C(=C/c1ccc(F)cc1)NC(=O)c1ccccc1 (stereo not given)
  7	89.2	x	x	92.1	-6.5	u	x	-19.2	-33.8	x
> CC1(C)CC(=O)C(CC(=O)Nc2ccc(S(N)(=O)=O)cc2)=C(O)C1
  22	103.7	-6.9	27	101.5	-15.5	103.6	0.0	-31.4	-24.4	-0.5
> O=C(O)COc1c(-c2ccccc2)oc2ccccc2c1=O
  6	92.8	1.8	59	95.8	3.9	95.2	-1.0	x	11.1	0.1
> COCCN(C(=S)Nc1c(C)cccc1C)C(C)c1cccs1 (stereo not given)
  10	101.8	1.5	15	101.1	3.6	99.2	3.0	-11.8	-21.4	-0.3
> COc1ccc(C2=C(Nc3ccc(F)cc3)c3ccccc3C2=O)cc1
  36	100.2	-0.7	10	103.2	8.3	109.0	1.0	32.9	-13.3	-0.5
> CN(C)c1cccc(C(=O)OCC(=O)Nc2ccccc2-c2ccccc2)c1
  11	103.4	33.5	12	100.2	-9.9	98.6	-6.0	-29.1	-26.2	1.9
> Cc1oc(-c2ccccc2F)nc1CS(=O)(=O)CC(=O)NCCCN(C)C1CCCCC1
  7	99.5	1.0	24	100.9	-5.8	101.6	-1.0	18.1	-4.2	0.4
> COc1cc2c(cc1OC)CN(C(=O)NS(=O)(=O)c1ccc(C)cc1)CC2
  10	97.6	-1.8	30	99.2	-5.6	96.0	-1.0	x	0.7	-0.1
> CSc1ccccc1C(=O)Nc1ccccc1C
  10	100.8	0.8	16	100.1	22.6	u	5.0	-4.6	-32.2	0.1

# (list continues)
# Order of results: Avidin bead fluor	RGS4-Gao reg	ABCG2 inh	GSH bead fluor	RGS8-Gao reg	Mcl1 Noxa PPI	RGS7-Gao reg	Mcl-1 Bim block	Pf gamet viab	Mcl1 Bid PPI	ABCB1 inh
> COC(=O)Cn1c(=O)c(C)nc2ccccc21
  22	100.7	0.6	16	103.3	-0.8	98.9	-4.0	-21.6	3.4	0.4
> CCN1C(=O)CC(C(=O)NCCc2ccc(S(N)(=O)=O)cc2)SC1=Nc1ccc(OC)cc1 (stereo not given)
  6	100.4	1.2	21	100.0	8.2	97.1	0.0	7.7	-8.2	0.4
> COc1cc(C(=O)Nc2ccc(S(=O)(=O)N3CCCCC3C)cc2)cc(OC)c1OC (stereo not given)
  9	101.6	6.4	33	104.6	8.2	103.4	0.0	5.4	12.8	1.4
> CSCC[C@H](NC(=O)C1CCN(S(=O)(=O)c2ccc(C)cc2)CC1)C(=O)NCC1CCCO1 (stereo not given in full)
  2	99.5	0.3	54	100.1	16.8	99.4	-2.0	-0.1	-11.7	0.1
> O=S(=O)(c1ccc(-c2nc3ccccc3s2)cc1)N1CCCC1
  22	112.6	1.1	11	102.4	4.5	107.6	-2.0	x	-15.2	0.2
> O=C(CSc1nnc(CNc2ccccc2)o1)N1CCc2ccccc21
  6	97.5	1.8	15	98.2	1.3	99.5	2.0	-10.0	-3.2	0.1
> COc1ccc(NC(=O)c2cccc(S(=O)(=O)N3CCOCC3)c2)cn1
  10	101.6	3.6	10	102.1	4.3	102.0	-1.0	x	-7.0	0.2
> O=C(Nc1cccc(Cl)c1)Nc1nc(-c2ccccc2)cs1
  13	99.8	1.1	14	96.3	3.9	97.2	0.0	-9.9	8.1	-2.8
> C[C@@H]1C[C@H]2[C@@H]3CCC4=CC(=O)C=C[C@]4(C)[C@@]3(F)[C@@H](O)C[C@]2(C)[C@H]1C(=O)CO
  10	96.1	0.0	21	99.9	7.4	99.9	-2.0	x	-1.1	-0.1
> CCCSc1nc2c(c(=O)n1-c1ccc(OCC)cc1)SCC2
  10	98.0	-6.2	38	103.4	-27.8	99.0	2.0	x	-30.2	-1.0

# (cont.)
# Order of results: Avidin bead fluor	RGS4-Gao reg	ABCG2 inh	GSH bead fluor	RGS8-Gao reg	Mcl1 Noxa PPI	RGS7-Gao reg	Mcl-1 Bim block	Pf gamet viab	Mcl1 Bid PPI	ABCB1 inh
> O=C(Nc1cccc2c1CCCC2)C1CCN(c2nnnn2-c2ccccc2)CC1
  4	101.7	0.7	41	102.2	-13.4	102.3	1.0	-11.5	-27.4	0.6
> Cc1cccc(N(C(=O)Cn2nnc(-c3ccccc3F)n2)C(C(=O)NC(C)(C)C)c2ccncc2)c1 (stereo not given)
  5	96.8	3.4	22	100.8	-2.1	102.9	-1.0	x	-10.9	-0.2
> COc1cccc(-c2nnc(SCc3nc4ccccc4[nH]3)n2N)c1
  27	104.5	5.5	16	99.8	-6.8	102.4	-3.0	2.3	-16.9	0.6
> COc1cc(C(=O)OCC(=O)c2c(N)n(C)c(=O)n(C)c2=O)ccc1OCCC(C)C
  23	99.0	4.8	7	99.8	4.6	96.2	0.0	-4.1	-16.9	0.5
> CC(=O)N1CCN(c2ccc([N+](=O)[O-])c(NCc3cccnc3)c2)CC1
  10	100.8	27.2	15	101.2	7.2	u	0.0	7.8	-24.0	1.5
> Cc1ccccc1OCC(O)CN1CCN(CCN2C(=O)c3cccc4cccc(c34)C2=O)CC1 (stereo not given)
  16	101.4	12.9	16	100.4	29.5	103.0	0.0	x	25.0	4.4
> CCc1c(-c2ccccc2)nc(N)c(C#N)c1-c1cccs1
  6	103.0	1.5	20	102.2	0.4	102.8	1.0	-11.6	0.2	0.4
> COc1ccc(C2(C(=O)Nc3ccc(OC)cc3OC)CCCC2)cc1
  20	102.4	4.5	11	101.2	3.7	99.0	-2.0	3.6	-9.1	0.3
> CCCCNCCOCCOc1ccc(C)cc1[N+](=O)[O-]
  9	98.0	2.5	17	99.5	17.9	101.6	-5.0	-8.2	8.1	0.8
> O=C1CCCN1CCC1CCN(C2CC(=O)N(c3ccc(F)cc3)C2=O)CC1 (stereo not given)
  13	102.6	0.1	26	101.2	21.3	101.0	4.0	x	7.8	-0.2
> Nc1ccc(S(=O)(=O)Nc2ccc(S(N)(=O)=O)cc2)cc1
  33	105.3	1.4	12	101.4	2.2	104.2	0.0	x	-0.6	0.2

# A draw from above in order of molar mass, falling:
# Order of results: Avidin bead fluor	RGS4-Gao reg	ABCG2 inh	GSH bead fluor	RGS8-Gao reg	Mcl1 Noxa PPI	RGS7-Gao reg	Mcl-1 Bim block	Pf gamet viab	Mcl1 Bid PPI	ABCB1 inh
> Cc1ccccc1OCC(O)CN1CCN(CCN2C(=O)c3cccc4cccc(c34)C2=O)CC1 (stereo not given)
  16	101.4	12.9	16	100.4	29.5	103.0	0.0	x	25.0	4.4
> COc1cc(C(=O)OCC(=O)c2c(N)n(C)c(=O)n(C)c2=O)ccc1OCCC(C)C
  23	99.0	4.8	7	99.8	4.6	96.2	0.0	-4.1	-16.9	0.5
> O=C(Nc1cccc2c1CCCC2)C1CCN(c2nnnn2-c2ccccc2)CC1
  4	101.7	0.7	41	102.2	-13.4	102.3	1.0	-11.5	-27.4	0.6
> O=C1CCCN1CCC1CCN(C2CC(=O)N(c3ccc(F)cc3)C2=O)CC1 (stereo not given)
  13	102.6	0.1	26	101.2	21.3	101.0	4.0	x	7.8	-0.2
> C[C@@H]1C[C@H]2[C@@H]3CCC4=CC(=O)C=C[C@]4(C)[C@@]3(F)[C@@H](O)C[C@]2(C)[C@H]1C(=O)CO
  10	96.1	0.0	21	99.9	7.4	99.9	-2.0	x	-1.1	-0.1
> COc1ccc(C2(C(=O)Nc3ccc(OC)cc3OC)CCCC2)cc1
  20	102.4	4.5	11	101.2	3.7	99.0	-2.0	3.6	-9.1	0.3
> COc1cccc(-c2nnc(SCc3nc4ccccc4[nH]3)n2N)c1
  27	104.5	5.5	16	99.8	-6.8	102.4	-3.0	2.3	-16.9	0.6
> CCCSc1nc2c(c(=O)n1-c1ccc(OCC)cc1)SCC2
  10	98.0	-6.2	38	103.4	-27.8	99.0	2.0	x	-30.2	-1.0
> CCc1c(-c2ccccc2)nc(N)c(C#N)c1-c1cccs1
  6	103.0	1.5	20	102.2	0.4	102.8	1.0	-11.6	0.2	0.4
> CCCCNCCOCCOc1ccc(C)cc1[N+](=O)[O-]
  9	98.0	2.5	17	99.5	17.9	101.6	-5.0	-8.2	8.1	0.8
